ARNT-TACC3 inh: ARNT/TACC3 interaction disruption. Q9Y6A5. AlphaScreen His-ARNT PAS-B/GST-TACC3 binding, luminescence; TACC3 fragment carries E629A point mutation. inhibition, % at 9.99 µM. actives 0.66% (n = 390,000);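 active = mean inhibition of replicates at least 50% and at least half of replicates each reaching 50%; inconclusive = half or more replicates reach 50% but mean below 50%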;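 note: 0% = complete ARNT plus TACC3 wells and 100% = ARNT alone without TACC3; many hits fall short of the cut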
miR-122 sensor: inhibitors of miR-122 in Huh7 cells; actives 0.3% (n = 340,000); Huh7 miR-122 Renilla luciferase sensor, 48 h; neutral wells = 0, positive control = 100; activation (reporter increase), % at 12.5 µM; AID 602342;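 active = mean replicate activation score at least 90 and every replicate individually at or above 90; inconclusive = only one of the two criteria met; inactive = neither criterion met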;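 note: higher luciferase means less miR-122 activity so hits act as miR-122 inhibitors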
Cneo AK release: causes C. neoformans cell lysis; adenylate kinase release luminescence, 4 h; normalised: neutral wells 0, clomiphene wells 100; lysis activity, % at 15 µM; actives 0.2% (n = 360,000); AID 651654;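 active = mean lysis activity across replicates of at least 80%, whatever share of replicates individually reach that level; inactive = mean lysis activity below 80%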
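Material: C. neoformans cells | Amount: Yeast cell density of 5 × 10^6 cells/mL | Medium: Fresh YPD growth medium | Dosing: Single dose | Times: Static 4 h at 37 °C with compound, 1 h detection | Detection: AK luminescence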
ERp5 inh: inhibitors of human ERp5 | actives 0.05% (n = 350,000) | inhibition, % at 9.99 µM | ERp5 insulin aggregation, absorbance 650 nm, 90 min | Q15084;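 active = mean replicate inhibition above about 25%, with every replicate also reaching it, limit read from the data, passing the limit was not always enough; inconclusive = only one of those two criteria met; inactive = neither criterion met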
Target sequence (Q15084 whole entry, looked up): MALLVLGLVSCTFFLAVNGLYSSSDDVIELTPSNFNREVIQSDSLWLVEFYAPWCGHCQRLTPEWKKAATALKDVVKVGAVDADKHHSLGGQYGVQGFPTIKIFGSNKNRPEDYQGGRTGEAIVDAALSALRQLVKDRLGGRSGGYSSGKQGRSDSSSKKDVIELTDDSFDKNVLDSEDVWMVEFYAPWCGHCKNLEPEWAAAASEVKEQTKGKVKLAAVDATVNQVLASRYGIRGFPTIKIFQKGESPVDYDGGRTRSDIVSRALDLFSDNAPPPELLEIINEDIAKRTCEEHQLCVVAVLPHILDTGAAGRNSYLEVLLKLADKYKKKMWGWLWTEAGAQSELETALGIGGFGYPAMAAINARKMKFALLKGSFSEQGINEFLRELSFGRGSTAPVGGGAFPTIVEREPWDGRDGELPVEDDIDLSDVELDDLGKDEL
SIRT5 block: sirtuin-5 (human) deacylase inhibition; Q9NXA8; Purified SirT5, succinyl-peptide AMC, trypsin-coupled fluorescence; inhibition, % at 15 µM; actives 1.1% (n = 330,000); AID 652115; in the data active = inhibition above about 15%; inconclusive = no clear call, values can overlap the other calls
Target sequence (Q9NXA8 whole entry, looked up): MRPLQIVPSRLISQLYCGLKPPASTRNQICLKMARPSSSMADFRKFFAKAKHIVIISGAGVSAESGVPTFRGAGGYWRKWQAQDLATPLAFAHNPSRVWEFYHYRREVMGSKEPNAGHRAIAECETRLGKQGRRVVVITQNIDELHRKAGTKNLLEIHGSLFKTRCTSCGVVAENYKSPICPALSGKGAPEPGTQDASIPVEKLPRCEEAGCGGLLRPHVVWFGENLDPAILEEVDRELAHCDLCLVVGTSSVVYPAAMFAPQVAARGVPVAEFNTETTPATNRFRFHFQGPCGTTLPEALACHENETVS
esBAF inh: inhibitors of esBAF chromatin remodeling in mouse ES cells; Bmi1-luciferase knock-in reporter, 24 h; 100% = twice the neutral-well signal; reporter increase, % at 12.5 µM; actives 2% (n = 350,000); AID 602393; in the data active = activation above about 40%; inconclusive = no clear call, values can overlap the other calls;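 note: 0% = median of the plate's neutral control wells and 100% = double that signal; a rise in the Bmi1 reporter signal indicates esBAF inhibition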
Statin myotox sup: suppression of simvastatin myotoxicity; C2C12 myotubes + simvastatin, ATP luminescence, 48 h; scaled: DMSO 0, geranylgeraniol control 100; rescue of ATP level, % at 7.49 µM; actives 0.78% (n = 330,000);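 active = mean ATP rescue above about 67%, or every replicate alone reaching that limit, limit read from the data, passing the limit was not always enough; inconclusive = no clear call, values can overlap the other calls; inactive = mean under the limit and some replicate under it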;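 note: myotubes were challenged with 10 µM simvastatin during compound exposure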
* marks the source's active call; other numbers are inactive results; ? = inconclusive; . = not tested or not shown; [ ] = remark or other dose.

Results follow in this order: ARNT-TACC3 inh | miR-122 sensor | Cneo AK release | ERp5 inh | SIRT5 block | esBAF inh | Statin myotox sup
COc1ccc(CN2CCCC(C(=O)N(C)Cc3ccccc3)C2)cc1OC (stereo not drawn)
    -3 | -1 | 1 | . | . | 5 | .
N/C(Cc1cccc2ccccc12)=N\O
    -9 | . | . | 4 | -1 | . | .
C[C@H]1CN([C@@H](C)CO)S(=O)(=O)c2ccc(-c3ccccc3)cc2O[C@H]1CN(C)C(=O)Nc1ccccc1F
    5 | -3[16.7 µM] | 15 | -6 | 2 | . | 47
CCOC(=O)c1c(NS(=O)(=O)c2ccc(Br)cc2)sc2c1CCC2
    6 | 0 | -2 | . | . | -16 | -10
COC(=O)c1ccc2[nH]ccc2c1
    -5 | . | 1 | -5 | 1 | 11 | 1
C[C@@H]1CN([C@@H](C)CO)C(=O)c2cccc(NS(=O)(=O)c3ccccc3)c2O[C@@H]1CN(C)Cc1ccncc1
    -13 | 3[16.7 µM] | 7 | -4 | -2 | -5 | -10
COc1ccc(C)cc1NC(=O)CSc1nc(SC)ns1
    2 | 14 | -4 | . | . | -3 | 2
CCC(=O)Nc1ccc2c(c1)C(=O)N(C)[C@H]1CC[C@H](CC(=O)Nc3ccccc3OC)O[C@@H]1CO2
    -9 | 34[16.7 µM] | 38 | 1 | 3 | -11 | 25
Cc1cc(-n2c(=O)c(C#N)cc3c(=O)n4ccccc4nc32)no1
    -4 | -17 | 8 | . | . | -6 | 4
CC(C)N1CC(C(=O)Nc2ccc(S(=O)(=O)N3CCCCC3)cc2)CC1=O (stereo not drawn)
    -22 | 0 | -1 | 1 | 1 | -1 | 1

Later entries
Results follow in this order: ARNT-TACC3 inh | miR-122 sensor | Cneo AK release | ERp5 inh | SIRT5 block | esBAF inh | Statin myotox sup
COCC(=O)Nc1ccc2c(c1)[C@H]1C[C@@H](CC(=O)NCc3cccc(F)c3)O[C@H](CO)[C@H]1O2
    -15 | 2[16.7 µM] | -5 | 3 | -1 | 3 | 0
CCC1CCCCN1S(=O)(=O)c1ccc(NC(=O)c2snnc2C)cc1 (stereo not drawn)
    23 | . | -5 | 0 | 0 | 4 | 17
CCN(CC(=O)Nc1cc(Cl)ccc1C)C(=O)C1COc2ccccc2O1 (stereo not drawn)
    . | -12 | 0 | 2 | 0 | -5 | 2
COC(C[C@@H](O)[C@@H](C)[C@H](O)COCc1ccccc1)OC
    -3 | -4 | -6 | -1 | -3 | -6 | 3
N#Cc1c(N)sc2c1CCN(CCc1ccccc1)C2
    0 | 3 | 3 | . | . | 5 | 2
COc1ccc(-c2nnc(SCC(=O)Nc3nc4ccccc4s3)n2C)cc1
    -4 | -4 | -2 | . | . | 6 | -4
Cc1cc(Cl)c(OCCCn2ccnc2)c(Br)c1
    -23 | 9 | . | -7 | -3 | -1 | -3
O=C(Nc1ccccc1F)N1C[C@H]2[C@@H](c3ccccc31)[C@@H](CO)N2C(=O)Cc1cccnc1
    2 | -14[16.7 µM] | 0 | -9 | 0 | 30 | -31
Cc1ccc(S(=O)(=O)NCc2cc(=O)n(C)c(=O)n2C)cc1C
    -10 | 1 | 0 | 13 | -1 | 4 | -9
COc1ccc(S(=O)(=O)Nc2ccc3c(c2)C(=O)N([C@@H](C)CO)C[C@H](C)[C@H](CN(C)Cc2ccncc2)O3)cc1
    -9 | -3[16.7 µM] | 63 | 10 | -4 | -4 | -7

Compound profiles, as listed above. Values in the order: ARNT-TACC3 inh	miR-122 sensor	Cneo AK release	ERp5 inh	SIRT5 block	esBAF inh	Statin myotox sup
CCC1CCCCN1S(=O)(=O)c1ccc(NC(=O)c2snnc2C)cc1 (stereo not drawn) is listed as 23	.	-5	0	0	4	17
COc1ccc(S(=O)(=O)Nc2ccc3c(c2)C(=O)N([C@@H](C)CO)C[C@H](C)[C@H](CN(C)Cc2ccncc2)O3)cc1 is listed as -9	-3[16.7 µM]	63	10	-4	-4	-7

(list continues)
Results follow in this order: ARNT-TACC3 inh | miR-122 sensor | Cneo AK release | ERp5 inh | SIRT5 block | esBAF inh | Statin myotox sup
CCOc1cc(CNCC2CCCN2CC)cc(Cl)c1OC (stereo not drawn)
    -7 | -12 | 1 | 2 | 4 | -1 | -4
CC1CC(C)(C)NC(=S)N1CCCC(=O)Nc1ccc(Cl)cc1 (stereo not drawn)
    3 | . | 1 | -3 | -2 | . | .
CC(=O)NCC(=O)OC(C)C(=O)Nc1ccc(C(C)=O)cc1 (stereo not drawn)
    32 | 0 | 4 | . | . | . | .
O=C(CN1CCN(S(=O)(=O)c2ccc(Cl)c(Cl)c2)CC1)N1CCCC1
    8 | -6 | 0 | 0 | -3 | 1 | -6
C[C@H]1CN([C@@H](C)CO)C(=O)c2c(c3ccccc3n2C)-c2ccccc2CO[C@H]1CN(C)C(=O)NC1CCCCC1
    7 | . | -4 | -5 | 0 | 9 | 29
COc1ccc(C2CC(c3cccs3)=NN2c2nc(C)c(C(C)=O)s2)cc1OC (stereo not drawn)
    -55 | 16 | 2 | ? | -3 | -2 | 7
COc1ccc(C(c2nnnn2C2CCCC2)N2CCN(C3CCCC3)CC2)cc1OC (stereo not drawn)
    5 | 5 | -7 | . | . | -8 | -1
C[C@H]1CN([C@@H](C)CO)C(=O)c2cc(C#CC3CCCCC3)cnc2O[C@H]1CN(C)C(=O)NC1CCCC1
    -3 | -1[16.7 µM] | 4 | 4 | 10 | -4 | 18
O=c1sc2ccccc2n1CCOc1ccccc1
    -9 | 5 | -2 | 5 | 1 | 45* | 4
O=[N+]([O-])c1cc(/C=N/OCc2c(Cl)cccc2Cl)ccc1N1CCOCC1
    11 | 11 | -3 | . | . | 7 | 4

The listing continues:
Results follow in this order: ARNT-TACC3 inh | miR-122 sensor | Cneo AK release | ERp5 inh | SIRT5 block | esBAF inh | Statin myotox sup
CC(C)(C)NC(=O)NC(=O)CSc1nnc(COc2ccccc2Cl)o1
    -6 | -1 | -2 | . | . | 6 | 4
COC1=C(Br)C(=O)c2nc(C)ccc2C1=O
    . | 3 | 0 | -8 | 2 | -19 | -23
Cc1scc(C(=O)NNC(=S)NCC2CCCO2)c1-c1ccccc1 (stereo not drawn)
    -24 | . | . | 0 | -2 | . | .
COc1ccc(Nc2nc(-c3sc(N)nc3C)cs2)cc1
    0 | 8 | -3 | . | . | 21 | -13
Cc1cc(C)n2nc(CC(=O)NC3CCCCCCC3)nc2n1
    -8 | . | 2 | -9 | 1 | -1 | 7
C[C@H](CO)N1C[C@H](C)[C@@H](CN(C)S(=O)(=O)c2cn(C)cn2)Oc2ccc(NC(=O)CCN3CCOCC3)cc2CC1=O
    . | -5[16.7 µM] | -1 | 5 | -2 | -2 | -4
COC(=O)c1sc2nc(C)nc(SCC(=O)N3CCC(C(=O)O)CC3)c2c1C
    4 | . | . | 2 | -10 | . | .
COc1ccc(N2CCN(Cc3nc4c(c(=O)[nH]c(=O)n4C)n3Cc3cccc(Cl)c3)CC2)cc1
    -3 | -7 | 1 | -2 | 0 | 4 | 18
CCCNC(=O)C[C@@H]1C[C@@H]2c3cc(NC(=O)c4ccc5c(c4)OCO5)ccc3O[C@@H]2[C@@H](CO)O1
    -7 | 7[16.7 µM] | -2 | . | . | -10 | 6
COc1ccc(C(=O)NNC(=O)CSc2nnc(C(C)C)n2C)cc1
    -1 | -5 | -1 | -1 | . | -1 | -25

Structures above with a cyano group, in the order listed:
Results follow in this order: ARNT-TACC3 inh | miR-122 sensor | Cneo AK release | ERp5 inh | SIRT5 block | esBAF inh | Statin myotox sup
Cc1cc(-n2c(=O)c(C#N)cc3c(=O)n4ccccc4nc32)no1
    -4 | -17 | 8 | . | . | -6 | 4
N#Cc1c(N)sc2c1CCN(CCc1ccccc1)C2
    0 | 3 | 3 | . | . | 5 | 2

The listing continues.
Results follow in this order: ARNT-TACC3 inh | miR-122 sensor | Cneo AK release | ERp5 inh | SIRT5 block | esBAF inh | Statin myotox sup
CCOC(=O)c1cc2oc(C)cc2n1CC(=O)OC1CCCCC1
    . | 7 | -2 | 3 | 1 | 4 | -10
COc1ccc(N(CC(=O)N2CCCCCC2)S(=O)(=O)c2ccc(OC)c(OC)c2)cc1
    -2 | 17 | -3 | -4 | -4 | -5 | 35
Cc1ccc2nc(Cl)c(C3CC(c4ccco4)=NN3S(C)(=O)=O)cc2c1 (stereo not drawn)
    1 | . | . | -1 | -3 | . | .
CCC1(C)Cc2c(C#N)c(N)n(N)c(=S)c2CO1 (stereo not drawn)
    . | -5 | 0 | . | . | -8 | 5
COc1ccc(CC(=O)Nc2sc3c(c2C#N)CC(C)(C)NC3(C)C)cc1OC
    0 | -3 | -2 | 5 | 0 | -7 | 5
COc1cccc(-c2ccc3c(c2)[C@H]2[C@H](CCN2C(=O)c2ccccc2F)[C@H](CO)N3C)c1
    10 | 21[16.7 µM] | 0 | 0 | 20* | 15 | 2
Cc1ccc(S(=O)(=O)Cn2nnnc2CN2CCN(Cc3ccc4c(c3)OCO4)CC2)cc1
    0 | -6 | 0 | . | . | -3 | .
O=C(N[C@H]1CC[C@@H](CCNC(=O)C2CCC2)O[C@@H]1CO)c1ccncc1
    -9 | . | 0 | 8 | -3 | -1 | 1
COC(CNC(=O)c1cc(-c2ccncc2)nc2ccc(S(=O)(=O)N3CCOCC3)cc12)OC
    -6 | . | . | -6 | -3 | . | .
OCCCNc1nccc(-c2cc(Nc3cccc(Cl)c3)ncn2)n1
    -6 | . | 1 | 0 | -4 | -66 | 5

Printed as active in esBAF inh, among the entries above:
| compound | ARNT-TACC3 inh | miR-122 sensor | ERp5 inh | SIRT5 block | esBAF inh |
| --- | --- | --- | --- | --- | --- |
| O=c1sc2ccccc2n1CCOc1ccccc1 | -9 | 5 | 5 | 1 | 45* |

(next part)
Results follow in this order: ARNT-TACC3 inh | miR-122 sensor | Cneo AK release | ERp5 inh | SIRT5 block | esBAF inh | Statin myotox sup
Cc1cc(C)n(CC(=O)c2cccc(N)c2)n1
    21 | -3 | 1 | 5 | 20* | -7 | 13
O=C(Oc1ccc(Cl)c(Cl)c1)C1=CC=CN2CCS(=O)(=O)N=C12
    -8 | -3 | -1 | 0 | -4 | -5 | 0
O=C(C[C@@H]1C=C[C@H](NC(=O)Nc2cc(F)ccc2F)[C@@H](CO)O1)NCc1ccncn1
    -11 | . | 6 | -1 | -1 | 0 | -2
c1ccc2c3c(c(CN4CCCCC4)cc2c1)COC3
    8 | 7 | 0 | 1 | -1 | -4 | .
O=C(Cc1cccc(NC(=O)C2CCCN(C(=O)C3CC3)C2)c1)Nc1ccc(C(=O)N2CCCCC2)cc1 (stereo not drawn)
    -4 | 1 | -4 | 2 | -3 | 1 | 14
OC(CNCc1ccc(Cl)cc1)(c1ccccc1)c1ccc(F)cc1 (stereo not drawn)
    -5 | . | . | -1 | 1 | . | .
COc1cccc(NC(=O)C(=S)NC2CCCCC2)c1
    4 | -5 | -3 | -2 | -3 | -4 | -5
Cc1ccc(-c2csc3nc(-c4ccncc4)[nH]c(=O)c23)cc1
    -4 | -23 | -1 | 7 | 0 | . | .
C/C=C/c1ccc2c(c1)O[C@H](CN(C)C(=O)CN(C)C)[C@H](C)CN([C@@H](C)CO)S2(=O)=O
    -14 | -13[16.7 µM] | -1 | 14 | -7 | 1 | -7

An excerpt from above in order of molar mass, lowest first.
Results follow in this order: ARNT-TACC3 inh | miR-122 sensor | Cneo AK release | ERp5 inh | SIRT5 block | esBAF inh | Statin myotox sup
Cc1cc(C)n(CC(=O)c2cccc(N)c2)n1
    21 | -3 | 1 | 5 | 20* | -7 | 13
c1ccc2c3c(c(CN4CCCCC4)cc2c1)COC3
    8 | 7 | 0 | 1 | -1 | -4 | .
COc1cccc(NC(=O)C(=S)NC2CCCCC2)c1
    4 | -5 | -3 | -2 | -3 | -4 | -5
Cc1ccc(-c2csc3nc(-c4ccncc4)[nH]c(=O)c23)cc1
    -4 | -23 | -1 | 7 | 0 | . | .
OC(CNCc1ccc(Cl)cc1)(c1ccccc1)c1ccc(F)cc1 (stereo not drawn)
    -5 | . | . | -1 | 1 | . | .
O=C(C[C@@H]1C=C[C@H](NC(=O)Nc2cc(F)ccc2F)[C@@H](CO)O1)NCc1ccncn1
    -11 | . | 6 | -1 | -1 | 0 | -2

Assay outcomes as filed in PubChem.

Compounds as they come. About 4% of those tested had a hit in this group.
